# CaV13 FRET inh: Primary screen for inhibitors of IQ motif and Ca2+-dependent inactivation inhibitor domain binding in CACNA1D, Förster resonance energy transfer in living cells, … | inhibition, % at 12.3 µM | 340,000 tested, 0.098% active | HEK cells, CFP/YFP FRET ICDI-IQ, plate reader, 10 min; percent FRET-ratio fall versus neutral wells;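 active = mean replicate inhibition of at least 30% and at least 1% of replicates passing that level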;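 note: 0% = median of the neutral control wells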
# Glyco luc inh: increase of ERlucT glycosylation luciferase signal, primary screen, N-linked glycosylation inhibitor project, D54 ERlucT cells, luminescence, set 2; D54 ERlucT glycosylation luciferase reporter, 24 h; percent of 100 nM tunicamycin response; reporter increase, % at 12.5 µM; 360,000 tested, 0.23% active;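 active = mean luciferase reporter signal, scaled so untreated is 0 and the glycosylation-blocking control 100, at or above a set limit in every replicate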;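 note: luciferase carries N-glycosylation sites so blocking glycosylation raises the light; 0% = median of neutral control wells and 100% = median of 100 nM tunicamycin wells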
# HTR2A ag: mouse Htr2a agonists via beta-arrestin recruitment, primary screen, cell-based, luminescence. CHO-K1 mHTR2A beta-arrestin complementation; percent of 30 µM serotonin response. activation, % at 7.6 µM. 360,000 tested, 0.66% active;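 active = activation above a run cutoff, the mean activation of all tested compounds plus 3 SD, cut at about 14% in these data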;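 note: 0% = plate median of compound wells and 100% = 30 µM serotonin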
# Target sequence (P35363 whole entry, looked up): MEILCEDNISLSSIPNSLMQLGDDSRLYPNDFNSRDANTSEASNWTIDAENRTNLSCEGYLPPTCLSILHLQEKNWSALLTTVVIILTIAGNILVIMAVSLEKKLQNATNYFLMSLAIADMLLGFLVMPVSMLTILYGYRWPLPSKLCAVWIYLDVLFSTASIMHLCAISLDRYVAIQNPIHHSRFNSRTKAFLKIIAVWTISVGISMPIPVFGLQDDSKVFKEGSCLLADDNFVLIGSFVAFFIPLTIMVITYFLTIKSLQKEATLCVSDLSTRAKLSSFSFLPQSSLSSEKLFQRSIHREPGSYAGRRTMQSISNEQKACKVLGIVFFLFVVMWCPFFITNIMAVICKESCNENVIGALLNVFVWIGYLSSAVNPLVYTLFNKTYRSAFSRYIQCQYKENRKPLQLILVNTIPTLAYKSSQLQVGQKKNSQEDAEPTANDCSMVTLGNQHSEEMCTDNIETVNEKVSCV
# aDG glyco act: activators of alpha-DG glycosylation, primary screen, uHTS, Pro5-aDG cells, AlphaScreen. 360,000 tested, 0.22% active. alpha-DG glycosylation AlphaScreen (IIH6); 0% Pro5, 100% B10-LARGE cell signal. activation, % at 10 µM;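 active = activation of at least 8% versus controls, or a plate z-score of at least 8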;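 note: Pro5 are CHO cells carrying HIG-tagged alpha-DG that lacks glycosylation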
# MC4R ag barr: MC4R agonists recruiting beta-arrestin, primary screen, cell-based, luminescence, agonist arm of biased-ligand search. Melanocortin receptor 4 (Homo sapiens), P32245. U2OS MC4R beta-arrestin complementation; percent of melanotan II response, DMSO zero. activation, % at 8.9 µM. 360,000 tested, 0.98% active. AID 540308, 2011;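 active = activation above a per-plate cutoff, the mean activation of sample wells on that plate plus 3 SD, cut at about 8% in these data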
# Target sequence (P32245 whole entry, looked up): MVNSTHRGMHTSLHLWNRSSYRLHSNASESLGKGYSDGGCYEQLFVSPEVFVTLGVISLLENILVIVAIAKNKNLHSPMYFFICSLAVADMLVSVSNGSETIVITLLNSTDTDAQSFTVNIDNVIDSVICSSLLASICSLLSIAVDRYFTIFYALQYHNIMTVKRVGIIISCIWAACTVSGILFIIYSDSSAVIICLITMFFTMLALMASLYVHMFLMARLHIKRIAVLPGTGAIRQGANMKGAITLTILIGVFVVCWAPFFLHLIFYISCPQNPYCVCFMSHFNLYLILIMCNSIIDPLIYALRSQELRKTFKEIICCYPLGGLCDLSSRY
# Vif inh: HIV Vif self-association inhibitors, primary screen, imaging, HEK293T, single point; HEK293T cells, Vif self-association by quenched fluorescence, 24 h; inhibition, % at 7.49 µM; 340,000 tested, 0.35% active; in the data active = inhibition above about 50%, passing the limit was not always enough; note: some results filed as inactive read as strong as hits
# H9c2 protect: cardioprotection against H2O2-induced cell death, primary screen, uHTS, H9c2 cells, ATPLite luminescence; H9c2 cardiomyocytes, H2O2 injury protection, 2 h; protection from H2O2 cell death, % at 20 µM; 360,000 tested, 0.63% active;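 active = compounds giving at least 50% protection of heart cells from peroxide-induced death in the single-dose screen, raw or plate-pattern-corrected value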;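 note: 0% = DMSO wells with peroxide and 100% = DMSO wells without peroxide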
# MC4R antag cAMP: MC4R antagonists of cAMP signaling, primary screen, cell-based, TR-FRET, antagonist arm of biased-ligand search | Melanocortin receptor 4 (Homo sapiens), P32245 | MC4R-expressing cells, MTII-stimulated cAMP, LANCE TR-FRET | inhibition, % at 6.5 µM | 360,000 tested, 0.48% active;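 active = inhibition above its plate's cutoff, the mean of tested wells on that plate plus 3 SD, cut at about 29% in these data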;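 note: 0% = Melanotan II alone and 100% = Melanotan II plus saturating MCL0020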
#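 Assay system: U2OS cells stably expressing human melanocortin 4 receptor (MC4R) / Dosing: 6.5 µM / Timing: compound 30 min, challenge 1 h, detection 1 h / Measured by: Eu-cAMP/anti-cAMP TR-FRET, emission 671 nm / Replicates: singlicate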
# ABCB6 inh MLPCN: ABCB6 transporter inhibitors, primary screen, K562-ABCB6 cells, flow cytometry, MLPCN library | ATP-binding cassette sub-family B member 6 (Homo sapiens), Q9NP58 | K562-ABCB6 porphyrin accumulation, 1 h; active compounds read low | fluorescence ratio to DMSO, % at 10 µM | 360,000 tested, 0.19% active | AID 602162, 2011;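 active = fluorescence ratio to DMSO below 75%, the collection mean minus 3 SD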;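 note: signal is porphyrin accumulated inside mitochondria; 100% equals median channel fluorescence of DMSO control wells; lower ratio means ABCB6 inhibition with less porphyrin fluorescence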
# PDI inh: inhibitors of human PDI, primary screen, biochemical, turbidity, single point, plate reader; Protein disulfide-isomerase (Homo sapiens), P07237; PDI insulin aggregation turbidity, A650, 90 min; inhibition, % at 10 µM; 350,000 tested, 0.052% active;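 active = mean inhibition across replicates of 30% or more, whatever share of single replicates reach that level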;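 note: absorbance from insulin aggregation driven by PDI reduction with DTT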
# * hit, by the source's call; i = inactive; · = no result given.
SMILES,CaV13 FRET inh,Glyco luc inh,HTR2A ag,aDG glyco act,MC4R ag barr,Vif inh,H9c2 protect,MC4R antag cAMP,ABCB6 inh MLPCN,PDI inh
NC(=O)c1ccc(NC(=O)COC(=O)CCCN2C(=O)c3cccc4cccc(c34)C2=O)cc1,2.8,1.2,0.9,-0.2,0.4,2.2,22.7,14.4,112.0,8.7
CCN1CCN(c2ccc(S(=O)(=O)N3CCOCC3)cc2NC(=O)c2ccccc2OC(F)F)CC1,-5.9,3.9,0.2,-0.3,-3.4,6.2,1.6,-0.7,99.0,-14.8
CCC(=O)NNc1cccc(Cl)n1,-4.1,1.9,-1.4,-0.1,-1.8,-2.2,-1.1,-6.5,100.0,-0.8
CC(C)(C)NC(=O)NC(=O)COC(=O)C1=COCCO1,-3.4,1.8,4.9,-0.1,0.2,-7.7,2.7,1.2,95.0,1.5
CCCn1c(C(O)c2cccc(OC)c2)nc2ccccc21 (stereo unspecified),-4.1,-1.0,-1.2,0.2,-0.5,-3.7,1.8,-3.9,99.0,-10.5
CC(=O)c1ccccc1NC(=O)CCN1C(=O)C2CCCCC2C1=O (stereo unspecified),-5.6,-1.9,-3.5,0.4,-2.1,5.2,0.0,5.0,102.0,-3.9
CC(=O)Nc1ccc(SCC(=O)N(C)CC(=O)Nc2ccccc2Cl)cc1,-14.0,1.0,-0.1,-0.3,-2.0,29.3,-0.2,-2.3,96.0,5.6
CC1(C)CC(=O)c2cc(C(=O)Nn3cnnc3)c(=O)n(-c3ccccc3)c2C1,·,0.2,1.9,0.0,-0.2,1.3,11.9,0.7,112.0,-2.0
COc1ccc(C)cc1-n1[nH]nnc1=S,-4.8,-0.6,-2.4,-0.1,-3.4,-0.4,-0.3,7.0,101.0,-0.2
CN1CCN(C(=O)c2ccccc2[N+](=O)[O-])CC1,-5.2,0.8,6.5,-0.1,-0.2,-0.1,-4.7,3.7,97.0,8.7
Cc1ccc(S(=O)(=O)N2CCC[C@H]2C(=O)OCC(=O)N2CCc3ccccc32)cc1,-5.0,-0.2,2.2,-0.3,0.4,5.0,14.0,31.4*,105.0,1.0
COc1cc(S(=O)(=O)N2CCn3cccc3C2C)ccc1NC(C)=O (stereo unspecified),-1.5,-1.4,3.8,-0.2,-0.7,4.1,8.4,6.8,96.0,-3.0
O=C(O)CCC(NS(=O)(=O)c1ccc(N2CCCC2=O)cc1)C(=O)O (stereo unspecified),-9.3,1.5,1.5,-0.1,-2.0,3.1,-1.6,-3.4,103.0,-10.0
O=C(OCC(=O)N1CCN(c2ccccc2)CC1)c1ccccn1,·,0.7,5.6,-0.1,0.3,2.4,-4.6,1.8,100.0,-2.3
CCOC(=O)c1ccc(N2C(=O)CC(Nc3ccc(O)cc3)C2=O)cc1 (stereo unspecified),-17.0,4.2,2.3,0.0,1.7,9.9,-4.3,27.9,99.0,2.9
N[C@@H](Cc1cc(I)c(O)c(I)c1)C(=O)O,-5.1,-1.2,11.1,1.2,3.7,0.6,9.7,5.2,106.0,-15.7
Nc1c(-c2ccccc2)c(CSc2nc3ccccc3[nH]2)nn1-c1cccc(C(=O)O)c1,-1.4,0.2,0.5,0.6,-0.8,10.6,6.4,10.8,99.0,0.0
O=C1C2C3C=CC(C4CC34)C2C(=O)N1/N=C/c1cccs1 (stereo unspecified),-14.3,4.6,4.6,-0.2,-1.2,6.6,-10.7,4.5,99.0,7.6
COc1ccc(NC(=O)C2CCN(S(=O)(=O)c3ccc(C)cc3)CC2)cc1OC,-4.7,-0.5,-0.5,0.0,-2.1,4.5,-4.9,0.3,74.0*,-3.6
Nc1ncnc2nc(SCC(=O)N3CCN(c4ccccc4)CC3)[nH]c12,-7.8,2.8,-1.1,-0.2,-0.8,-0.7,-3.6,-1.9,101.0,-0.7
Cc1cc(C)cc(N(CCC#N)C(=O)COC(=O)CCc2c[nH]c3ccccc23)c1,-12.9,-0.6,-7.3,-0.4,1.8,-4.5,3.8,6.6,98.0,-1.4
Clc1ccc(-c2nc(N3CCCCC3)nc3ccccc23)cc1,-5.1,0.0,-3.1,1.0,-0.9,-1.8,-6.6,14.5,122.0,-7.4
O=C1CCc2cc(S(=O)(=O)N3CCN(C(=O)c4ccco4)CC3)ccc2N1,-3.6,0.1,5.7,0.0,0.5,-1.9,4.9,9.3,94.0,5.4
Cc1c(C(=O)O)cccc1-c1ccc(C=O)o1,-6.0,2.8,5.1,-0.3,0.1,-4.6,2.3,1.7,102.0,-5.0
Cc1cccc(-c2noc(-c3ccccc3C(=O)NCc3ccco3)n2)c1,-0.1,-3.0,-2.4,-0.1,-0.7,-1.1,2.2,-0.9,96.0,5.3
# More compounds
SMILES,CaV13 FRET inh,Glyco luc inh,HTR2A ag,aDG glyco act,MC4R ag barr,Vif inh,H9c2 protect,MC4R antag cAMP,ABCB6 inh MLPCN,PDI inh
CCN(CC)CCn1c(=N)n(CCOc2ccccc2)c2ccccc21,-5.1,1.4,-6.9,-0.4,-0.4,4.9,-14.7,6.2,102.0,-4.3
CCCCn1c(O)c(N=Nc2ccccc2O)c2ccccc21,-12.6,2.1,-0.2,-0.2,0.4,144.5*,-9.5,13.0,294.0,6.0
CCOC(=O)Cn1c(=O)oc2cc(S(=O)(=O)N3CCN(C(=O)OCC)CC3)ccc21,-3.2,0.4,1.1,-0.1,1.2,7.1,-3.0,-1.4,99.0,-5.2
CCn1nc(NC(=O)COC)c2cc3cc(C)ccc3nc21,-4.3,5.2,-1.3,0.0,-2.5,-12.5,2.9,-11.3,93.0,0.4
COc1ccc(C2CC(c3ccccc3)=NN2C(=O)COC(=O)C2CC2)cc1 (stereo unspecified),-5.5,2.8,-2.5,0.0,-0.3,-2.8,0.8,5.7,100.0,-5.0
CCCNC(=O)C(Cc1ccc(Cl)cc1)NC(=O)c1ccc(-c2ccccc2)cc1 (stereo unspecified),-4.0,-0.4,3.7,-0.1,14.1*,·,-5.5,5.4,98.0,-4.8
Brc1ccc(-c2cn3nc4c(nc3n2)CCCC4)cc1,0.6,-17.2,4.9,-0.1,1.4,·,-11.1,12.1,110.0,-0.8
CN(C)c1ccc(/C=N/NC(=O)c2ccc3nc[nH]c3c2)cc1,-4.9,0.1,1.0,2.0,-3.0,-3.7,-6.5,-15.3,101.0,-0.5
CCOC(=O)CSc1nnc(-c2ccncc2)o1,·,3.0,1.8,-0.2,-1.0,·,8.8,8.6,93.0,-8.4
CCc1c(C2(O)CCCCC2)[nH]c2ccc(C#N)cc12,-13.2,-5.0,6.2,0.0,10.8*,-3.0,-20.9,8.4,99.0,-2.3
CCOc1ccc(N(CC(=O)Nc2cccnc2)S(=O)(=O)c2ccc(C)cc2)cc1,-3.8,-1.1,-13.1,-0.3,-1.9,-3.5,4.9,3.2,106.0,-4.8
CCc1c(C)nc(N)nc1Cl,-2.5,-0.2,-0.1,0.2,0.2,1.0,10.8,25.4,93.0,-4.2
Nc1cc(N)c(OCC(F)(F)F)cc1OCC(F)(F)F,·,5.0,0.2,0.0,0.1,16.8,-35.0,-4.8,126.0,10.8
CCCc1ncc(CN2CCCC(C(=O)Nc3ccc(-c4cccc(OC)c4)cc3)C2)cn1 (stereo unspecified),-2.5,-2.9,-3.7,0.7,-3.9,-11.9,-5.9,1.5,101.0,2.2
CCCCNC(=O)c1ccc2c(c1)N(CC)C(=O)CS2,-7.4,2.9,5.6,-0.1,-2.8,-0.2,1.5,8.9,96.0,-4.4
Cc1cccc(CN(C)C[C@H]2OCc3cnnn3CCCC(=O)N([C@H](C)CO)C[C@@H]2C)c1,-4.8,2.7,-1.5,-0.1,0.7,-8.6,8.5,1.3,100.0,-5.5
N/C(=N\OC(=O)C1CCCCC1)c1cccc([N+](=O)[O-])c1,·,-0.8,3.2,-0.3,-2.1,-3.2,-10.5,-8.2,100.0,1.9
CC1=C(C(=O)OCC2CCCO2)C(c2ccc(C)cc2)C2=C(CCCC2=O)N1 (stereo unspecified),-11.1,1.0,-0.4,-0.1,2.2,2.3,9.4,8.6,89.0,3.6
O=C(CSc1nn(-c2ccc(F)cc2)c(=S)s1)N1CCN(C(=O)c2ccco2)CC1,-9.3,-2.0,-4.4,-0.1,-0.4,8.7,4.4,7.9,100.0,-2.7
Cc1ccc(CC2CC(=O)N(CCc3ccc4c(c3)OCO4)C2=O)cc1 (stereo unspecified),-3.0,-2.4,-2.0,-0.1,-1.4,-6.4,-8.2,4.9,74.0*,4.1
O=C(OCc1nc2ccccc2[n+]([O-])c1C(=O)c1ccccc1)c1cccs1,-2.6,0.7,3.4,-0.1,0.2,3.4,-4.6,24.3,95.0,-1.5
COCCn1nnnc1C(c1ccc(O)c(OC)c1)N1CCc2ccccc2C1 (stereo unspecified),-1.2,-0.3,2.1,0.9,-1.4,10.8,12.2,5.4,104.0,1.2
O=C(Nc1ccccc1)N1CCC(C(=O)N(Cc2ccco2)Cc2cccs2)CC1,-5.1,-1.2,-5.8,0.1,0.1,-2.0,10.0,20.0,95.0,-3.2
O=C(O)/C=C/C(=O)c1c(-c2ccccc2)[nH]c2ccccc12,-5.5,-4.9,10.0,-0.2,-1.0,-2.2,-0.9,10.4,98.0,2.6
Cc1ccc(N2CCN(C(=O)C3CCC(=O)N(Cc4ccc(Cl)cc4)C3)CC2)c(C)c1 (stereo unspecified),-4.6,-3.2,-0.5,0.4,0.7,i,-6.5,5.4,95.0,7.8
CC(=O)Nc1ccc(CN2CCC(n3nccc3NC(=O)CCc3ccccc3)CC2)cc1,-2.1,-2.5,8.1,0.0,-1.8,-4.0,-1.5,-1.1,98.0,19.9
COc1ccc(C23CC4CC(CC(C(=O)O)(C4)C2)C3)c(F)c1,-4.8,0.0,6.0,-0.1,-2.6,-18.4,-2.6,2.1,97.0,0.7
CCOc1ccccc1N(CC(=O)NC(C)(C)C)C(=O)c1ccc(CN2CCOCC2)o1,-4.3,0.0,0.3,-0.1,2.6,-4.3,11.4,-3.1,93.0,-5.9
CCOC(=O)C(NS(=O)(=O)c1ccc(C)cc1)(C(F)(F)F)P(=O)(OCC(C)C)OCC(C)C (stereo unspecified),-5.2,4.5,1.5,0.1,3.0,1.7,8.7,3.4,97.0,5.0

# Structures listed so far that bear a hit mark in MC4R ag barr.
SMILES	CaV13 FRET inh	Glyco luc inh	HTR2A ag	aDG glyco act	MC4R ag barr	Vif inh	MC4R antag cAMP	ABCB6 inh MLPCN	PDI inh
CCCNC(=O)C(Cc1ccc(Cl)cc1)NC(=O)c1ccc(-c2ccccc2)cc1 (stereo unspecified)	-4.0	-0.4	3.7	-0.1	14.1*	·	5.4	98.0	-4.8
CCc1c(C2(O)CCCCC2)[nH]c2ccc(C#N)cc12	-13.2	-5.0	6.2	0.0	10.8*	-3.0	8.4	99.0	-2.3
